# Compound activity deposited in PubChem BioAssay by several laboratories.
# CHT inh – inhibitors of human choline transporter CHT | Q9GZV3 | CHT-expressing cells, membrane potential dye, choline response; hits give low values | B-score at 10 µM | actives 0.86% (n = 310,000);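 active means B-score over 3 SD under the library average, and starting fluorescence ratio not unusually high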;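 further: choline stimulus applied at its EC90 after an EC20 pre-addition; B-score computed on integrated fluorescence ratio after choline addition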
# Target sequence (Q9GZV3 whole entry, looked up): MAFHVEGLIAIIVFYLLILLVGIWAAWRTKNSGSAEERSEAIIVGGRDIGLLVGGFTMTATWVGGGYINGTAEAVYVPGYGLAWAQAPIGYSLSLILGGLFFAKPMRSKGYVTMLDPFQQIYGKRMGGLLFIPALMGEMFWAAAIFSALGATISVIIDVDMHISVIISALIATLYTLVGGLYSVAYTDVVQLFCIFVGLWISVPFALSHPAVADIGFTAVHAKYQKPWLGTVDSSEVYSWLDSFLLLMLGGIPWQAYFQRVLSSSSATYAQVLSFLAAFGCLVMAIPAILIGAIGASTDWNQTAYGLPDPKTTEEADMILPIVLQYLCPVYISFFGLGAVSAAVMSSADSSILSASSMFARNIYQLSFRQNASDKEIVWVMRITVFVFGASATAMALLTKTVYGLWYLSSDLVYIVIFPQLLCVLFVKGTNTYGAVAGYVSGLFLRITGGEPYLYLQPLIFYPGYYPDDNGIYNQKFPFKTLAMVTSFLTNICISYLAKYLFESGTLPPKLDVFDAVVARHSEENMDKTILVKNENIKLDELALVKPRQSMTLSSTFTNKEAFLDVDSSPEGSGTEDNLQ
# STK33 kinase inh – inhibitors of human STK33 kinase; Q9BYT3; purified STK33, MBP phosphorylation, ADP-Glo luminescence; inhibition, % at 10 µM; actives 0.073% (n = 320,000);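 active means inhibition at or above 25%, using the most active replicate where run in duplicate; inactive means inhibition below 25%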
# Target sequence (Q9BYT3 whole entry, looked up): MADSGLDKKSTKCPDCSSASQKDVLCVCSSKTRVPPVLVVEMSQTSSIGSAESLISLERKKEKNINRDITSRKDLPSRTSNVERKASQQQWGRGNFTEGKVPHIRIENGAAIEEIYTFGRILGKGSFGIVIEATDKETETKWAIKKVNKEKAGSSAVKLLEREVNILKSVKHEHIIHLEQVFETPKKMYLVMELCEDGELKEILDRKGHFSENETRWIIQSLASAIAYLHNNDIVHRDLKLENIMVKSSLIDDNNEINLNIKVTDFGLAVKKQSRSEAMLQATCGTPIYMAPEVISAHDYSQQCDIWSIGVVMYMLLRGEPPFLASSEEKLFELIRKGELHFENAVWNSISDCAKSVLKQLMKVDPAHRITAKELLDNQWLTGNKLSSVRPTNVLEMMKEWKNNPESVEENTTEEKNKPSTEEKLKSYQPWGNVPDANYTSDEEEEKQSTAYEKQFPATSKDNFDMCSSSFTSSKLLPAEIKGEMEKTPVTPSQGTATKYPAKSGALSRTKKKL
# CHT allo act – allosteric activators of human choline transporter CHT | Q9GZV3 | CHT-expressing cells, membrane potential dye, choline EC20; hits give high values; LV-AA mutant CHT in HEK293 cells | B-score at 10 µM | actives 0.49% (n = 310,000);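 active means initial fluorescence not abnormally high and integrated response B-score, plate-corrected, over 3 SD above library mean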
# Active calls of the source: *; i = inactive; · = no result given.
mol	CHT inh	STK33 kinase inh	CHT allo act
COc1ccc(Cn2c(N)c(S(=O)(=O)c3cccs3)c3nc4ccccc4nc32)cc1	i	-2.6	i
Cn1nc(-c2ccc(Cl)cc2)cc1NC(=O)CCCC(=O)O	i	0.0	i
CCNC(=S)NNC(=O)c1cc(-c2ccc(OCC)cc2)nc2ccccc12	i	7.0	i
N#C/C(=C\c1cccs1)C(=O)NCC1CCCO1 (stereo not given)	i	-2.1	i
CC(=O)N1CCC(C(=O)Nc2ccccc2)(N(Cc2ccccc2)C(=O)c2cccnc2)CC1	i	0.0	i
COC(=O)c1c(NC(=O)C2=COCCO2)sc(C)c1C	i	·	i
CCOCCCNc1nc(C)nc2c1nnn2Cc1c(F)cccc1Cl	i	0.4	i
O=C(CCc1ccccc1)N1CCN(c2ccccn2)CC1	i	-0.9	i
COC(=O)c1sccc1NC(=O)Nc1ccccc1F	i	4.2	i
N#Cc1cc2cc3c(cc2nc1N1CCOCC1)OCO3	i	2.7	i
O=C(COC(=O)CNC(=O)c1ccccc1)NCCc1ccccc1	i	-1.8	i
Cc1nc2c3ccccc3nc(NNC(=O)CCC(=O)NC3CCCC3)n2n1	i	-0.8	i
C#CCOc1ccc(Br)cc1C(c1c(C)[nH][nH]c1=O)c1c(C)[nH][nH]c1=O	i	0.5	i
CC(C)CN(C(=O)COC(=O)CSc1ccc([N+](=O)[O-])cc1)C1CCS(=O)(=O)C1 (stereo not given)	i	-1.8	i
O=C(Nc1cccc(S(=O)(=O)N2CCCC2)c1)C1CCCN1C(=O)c1cccs1 (stereo not given)	i	0.2	i
Cc1ccc2cc(CN(CCN(C)C)C(=O)Nc3ccc(Cl)cc3)c(=O)[nH]c2c1	i	-2.5	i
CC(=O)c1ccc(OCC(=O)Nc2ccc3c(c2)CCC3)cc1	i	-0.3	i
N#C/C(=C/c1ccc(Sc2nc3ccccc3[nH]2)o1)c1cccc(F)c1	i	0.6	i
CN(CCOc1ccccc1)C(=O)c1cc(S(=O)(=O)N2CCOCC2)ccc1Cl	i	-3.0	i
CC(C)(C)c1ccccc1NC(=O)N1CCNC(=O)C1CC(=O)Nc1ccc(F)cc1 (stereo not given)	i	-0.6	i
CCOC(=O)CC1C(=O)NCCN1S(=O)(=O)c1ccccc1Cl (stereo not given)	i	-0.9	i
Cn1c(C2CCCCC2)nc2ccccc21	i	-3.7	i
COc1ccc(OC)c(CCNC(=O)C(=O)Nc2ccc3nc4n(c(=O)c3c2)CCCCC4)c1	i	-1.0	i
O=c1c2ccccc2nc2n1CCS2	i	0.5	i
CCOC(=O)N1CCN(C(=O)c2ccc(CNS(=O)(=O)c3ccc(C)cc3)cc2)CC1	i	0.3	i
CCN(CC)CCNC(=O)C1c2ccccc2C(=O)N(C)C1c1cn(C)c2ccccc12 (stereo not given)	i	-0.4	i
O=C(NCC1CCS(=O)(=O)C1)Oc1ccccc1 (stereo not given)	i	-0.3	i
O=C(/C=C/c1ccnc2ccccc12)c1cccs1	i	0.6	i
COc1cc(C(=O)Oc2ccccc2/C=N/NC(=O)c2ccc(Cl)cc2Cl)cc(OC)c1OC	i	0.4	i
Cc1ccccc1/C=C1\C(=O)Nc2ccc(F)cc21	i	1.2	i

# Four entries drawn at random from those above, as already listed:
mol	CHT inh	STK33 kinase inh	CHT allo act
COc1cc(C(=O)Oc2ccccc2/C=N/NC(=O)c2ccc(Cl)cc2Cl)cc(OC)c1OC	i	0.4	i
CC(=O)c1ccc(OCC(=O)Nc2ccc3c(c2)CCC3)cc1	i	-0.3	i
CC(=O)N1CCC(C(=O)Nc2ccccc2)(N(Cc2ccccc2)C(=O)c2cccnc2)CC1	i	0.0	i
N#Cc1cc2cc3c(cc2nc1N1CCOCC1)OCO3	i	2.7	i

# Continuation:
mol	CHT inh	STK33 kinase inh	CHT allo act
O=C(Nc1ccc(F)c(F)c1)C1CCCN(S(=O)(=O)c2cnc[nH]2)C1 (stereo not given)	i	-0.9	i
N#CC(C(=O)c1ccc(S(=O)(=O)N2CCCCCC2)cc1)c1nc2ccccc2[nH]1 (stereo not given)	i	-1.2	i
CCn1c(SCC(=O)NCCc2ccccc2)nc2sc3c(c2c1=O)CCN(C)C3	i	-0.1	i
CS(=O)(=O)N(CCc1ccccc1)CC(=O)NCc1ccccn1	i	-1.4	i
CC(=O)c1ccc(N2C(=NC(=O)CCC3CCCC3)SC3CS(=O)(=O)CC32)cc1 (stereo not given)	i	-0.9	i
Cc1cccc(C)c1N1CCN(c2cc(Cl)nc(N)n2)CC1	i	0.1	i
Cc1cc(N)c(C)c([N+](=O)[O-])c1C	i	-1.8	i
COc1ccc(-c2csc(NC(=O)c3cc(C)oc3C)n2)cc1OC	i	0.3	i
O=C(OCn1nnc2ccccc2c1=O)c1ccc2ncsc2c1	i	0.2	i
CN1C(C(=O)Nc2ccc(F)cc2F)=CC(c2cccs2)=NS1(=O)=O	i	0.6	i
O=C(NCCc1ccccc1Cl)C1CCC(=O)N(Cc2cccc(C(F)(F)F)c2)C1 (stereo not given)	i	-2.3	i
CCCn1c(SCC(=O)NC2CC2)nnc1-c1ccccn1	i	6.0	i
CCOc1ccc(N2C(=O)/C(=C/c3ccccc3OCC(=O)OC)N(CC(=O)OC)C2=S)cc1	i	-2.0	i
Cc1cc(C)n(-c2nc3ccccc3c(=O)n2OCC(C)C)n1	i	0.4	i
O=C(COC(=O)c1ccccn1)Nc1nc(-c2cccc([N+](=O)[O-])c2)cs1	i	-0.5	i
O=C1C2C3c4ccccc4C(c4ccccc43)C2C(=O)N1/N=C/c1cccc(O)c1 (stereo not given)	i	-0.7	i
CCCNc1cc(=S)nc(N)[nH]1	i	0.3	i
COC(=O)c1c(NC(=O)Cn2cc([N+](=O)[O-])cn2)sc2c1CCC2	i	-1.1	i
N#CC1CCN(c2ncccc2[N+](=O)[O-])CC1	i	-1.9	i
O=C(O)c1cnn2c(-c3ccccc3)ccnc12	i	-2.3	i
CCOC(=O)c1c(NC(=O)/C=C/C(=O)O)sc(C)c1-c1ccc(F)cc1	i	0.3	i
CCOC(=O)C(=Nc1ccc(Cl)cc1)NO	i	-0.7	i
COc1cccc(NC(=O)N2CCCC2C(=O)NCc2ccc(Cl)cc2)c1 (stereo not given)	i	0.8	i
O=S(=O)(N/N=C1/CCCc2ccccc21)c1ccc(Br)cc1	i	-2.8	i
COc1ccc(OC)c(/C=N/Nc2nc(C)cc(=O)[nH]2)c1	i	-1.6	i
N#Cc1c(-c2ccccc2)[nH]c(=S)[nH]c1=O	i	-0.2	i
Cc1ccc(C)c(SCc2noc(C(=O)NC(C)C)c2C(=O)O)c1	i	-0.1	i
CC(C)Oc1ccc(N2C(=O)c3ccccc3C2=O)cc1	i	0.5	i
Cc1ccc(S(=O)(=O)N2CCC(C(=O)NCC3CC3)CC2)cc1	i	-4.4	i
CCCC(c1nnnn1CS(=O)(=O)c1ccc(C)cc1)N1CCN(c2ccc(F)cc2)CC1 (stereo not given)	i	-0.5	i

# Overlap with the part before: 2 entries, then new ones.
mol	CHT inh	STK33 kinase inh	CHT allo act
Cc1ccc(S(=O)(=O)N2CCC(C(=O)NCC3CC3)CC2)cc1	i	-4.4	i
CCCC(c1nnnn1CS(=O)(=O)c1ccc(C)cc1)N1CCN(c2ccc(F)cc2)CC1 (stereo not given)	i	-0.5	i
C=CCOc1ccc(/C=C2\SC(=S)N(NS(=O)(=O)c3ccc(C)cc3)C2=O)cc1	i	-0.4	i
Cc1cccc(NC(=O)c2ccc3c(=O)n(CC4CCCO4)c(=S)[nH]c3c2)c1 (stereo not given)	i	-0.6	i
COc1ccc(OCc2cc(C(=O)N3CCCC(CO)C3)no2)c2ccccc12 (stereo not given)	i	-0.7	i
COc1ccccc1C(=O)NC(C(=O)NCCc1nc2ccccc2[nH]1)=C(C)C	i	1.2	i
COc1ccc(-c2nc(CSCC(=O)N3CCC(C(N)=O)CC3)c(C)o2)cc1OC	i	-0.1	i
O=C(Cc1cccs1)Nc1ccc([N+](=O)[O-])cc1	i	-0.8	i
c1ccc(-c2csc(NC3CCCCC3)n2)cc1	i	0.5	i
O=C(NNC(=S)Nc1ccccc1Cl)c1ccncc1	i	-0.6	i
Cc1nn(-c2ccccc2)c(C)c1/C=C/C(=O)OCC(=O)N(C)C1CCS(=O)(=O)C1 (stereo not given)	i	0.1	i
Cc1ncc(CCl)c2c1OC(C)(C)OC2	i	-2.1	i
Cc1cccc(CS(=O)(=O)c2ncc(Cl)c(C(=O)NCc3ccc4c(c3)OCO4)n2)c1	i	-2.1	i
CCCCCN(C(=O)CCC(=O)OCc1cccc(C(F)(F)F)c1)c1c(N)n(CCCC)c(=O)[nH]c1=O	i	-0.8	i
C=C(C)CSCc1nc2ccccc2[nH]1	i	0.4	i
CCSc1nnc(NC(=O)CSc2nnc(-c3c[nH]c4ccccc34)n2C)s1	i	-0.3	i
COCCNC(=S)NN=C1CCCCC1	i	-0.7	i
C/C(=N\OCc1ccccc1)c1c(O)cc(C(C)C)n(-c2ccccc2)c1=O	i	-0.3	i
Cc1c2c(nc3nnnn13)CCCC2	i	0.1	i
Cc1cc(C(=O)NNC(=O)c2cccc(C(F)(F)F)c2)no1	i	-3.9	i
O=C(NC(NCc1cccnc1)C(Cl)(Cl)Cl)c1cccc2ccccc12 (stereo not given)	i	-0.6	i
Cc1nc2ccccc2n1CCC(=O)Nc1cccc(F)c1	i	-1.3	i
Cc1occc1-c1nnc(SCC(=O)NC2CC2)n1C(C)C	i	-1.1	i
Cc1cccc(C(=O)Nc2ccc3c(c2)C(=O)N(CC(C)C)C3=O)c1	i	-1.4	i
C#CCOCCOCCOCCNc1nc(N2CCN(C(=O)CCCCCCCCCCNC(=O)Cn3cc(CCCCCN)nn3)CC2)nc(N2CCN(C(=O)CCCCCCCCCCNC(=O)[C@H](CO)n3cc(CCCSC)nn3)CC2)n1	i	16	i
O=C(CSc1nncs1)Nc1ccc(S(=O)(=O)N2CCCC2)cc1	i	-1.2	i
CCOC(=O)Cc1nnc(NC(=O)COc2ccc(OC)cc2)s1	i	0.2	i
O=C(CSc1nnc(-c2ccco2)n1Cc1ccco1)Nc1ccccc1	i	-1.9	i
CCOc1ccc(S(=O)(=O)Nc2cccc(C)c2)c2cccnc12	i	-0.9	i
O=C(NCc1ccco1)c1cc2c(s1)CCCCC2	i	-0.5	i
COC(=O)c1cnn(-c2ccccc2)c1-n1cccc1C=O	i	-1.5	i
CC(=O)c1cccc(NC(=O)N2CCN(S(C)(=O)=O)CC2)c1	i	-0.6	i
C/C(=N\NC(=O)c1cc(-c2cccnc2)nc2ccccc12)c1ccc(O)cc1O	i	-0.2	i
CCOc1cc2[nH]c(=O)n(CCCCCC(=O)NCc3ccco3)c(=O)c2cc1OCC	i	-0.6	i
O=C(CSc1cccc(C(F)(F)F)c1)NC(=O)c1ccccc1	i	-1.7	i
CC1CCCN(c2c([N+](=O)[O-])cc(C(=O)O)cc2[N+](=O)[O-])C1 (stereo not given)	i	-0.8	i
CSc1ccc(CNCC2CCCO2)cc1 (stereo not given)	i	-0.7	i
C=C(C)c1cccc(C(C)(C)NC(=O)NCCCn2ccnc2)c1	i	1.9	i
O=C(CSc1nnc(-c2cccc(Br)c2)o1)N1CCOCC1	i	-0.9	i
O=C(Nc1ccc(C(=O)NC2CCCCC2)cc1)c1cncc(Br)c1	i	-1.5	i
COCCN1C(=O)N[C@@H](CCc2ccccc2)[C@@H](C(=O)OC)[C@H]1C	i	-2.2	i
CC(C)Oc1ccc(C(=O)OCC(=O)N2CCCc3ccccc32)cc1	i	-1.2	i
O=C(OCc1ccc(Br)cc1)c1cccnc1	i	-0.5	i
COc1cc(CCCN2C(=O)C(=O)NC[C@@H]2Cc2ccc(O)cc2)cc(OC)c1OC	i	-0.2	i
O=C(COc1ccc2c(c1)CCC2)NCc1ccccc1	i	-0.5	i
CCCc1cc(=O)n2[nH]c(-c3ccccc3)cc2n1	i	1.2	i
Cc1nonc1C1CCCN1C(=O)c1cc(COc2ccc(F)cc2Cl)on1 (stereo not given)	i	-0.3	i
COc1cc(-c2nnc(Sc3ccc(C(F)(F)F)cc3[N+](=O)[O-])o2)cc(OC)c1OC	i	-1.7	i
O=C(NCC(=O)N(c1cccnc1)C(C(=O)NC1CCCC1)c1ccco1)c1cccs1 (stereo not given)	i	-0.1	i
CCc1ccc(NC(=O)C2CCN(S(C)(=O)=O)CC2)cc1	i	0.1	i
CC(C)NC(=O)CSc1nccc(-c2cccs2)n1	i	-1.4	i
CN(C)S(=O)(=O)Oc1ccsc1C(=O)Nc1ccc(Br)cc1	i	-0.5	i
O=C(O)CCc1ccc(-c2cccs2)n1CC(=O)Nc1ccccc1C(F)(F)F	i	-0.7	i
CN(C)c1ccc(CNC(=O)C2CCN(S(=O)(=O)c3ccc4c(c3)oc(=O)n4C)CC2)cc1	i	-0.4	i
CC(NC(=O)C(=O)N1CCCCC1)C(c1cccs1)N1CCN(Cc2ccccc2)CC1 (stereo not given)	i	1.1	i
O=[N+]([O-])c1ccc(N2CCN(S(=O)(=O)c3ccc(Cl)cc3)CC2)cc1NCC1CCCO1 (stereo not given)	i	-3.3	i
Cc1ccc(/C=N/NC(=O)c2ccc3ccccc3c2)s1	i	0.0	i

# As entered above.
# COc1ccc(OCc2cc(C(=O)N3CCCC(CO)C3)no2)c2ccccc12 (stereo not given) – STK33 kinase inh = -0.7
# CCN(CC)CCNC(=O)C1c2ccccc2C(=O)N(C)C1c1cn(C)c2ccccc12 (stereo not given) – STK33 kinase inh = -0.4
